Screening data from PubChem.
Tb PYK inh – inhibitors of Trypanosoma brucei pyruvate kinase; AID 624173; 410,000 compounds, 0.12% hits; TbPYK enzyme, Kinase-Glo Plus ATP luminescence, 45 min; Potency, µM (top dose mostly 76.8 µM), for the others: top-dose activity, negative = inhibition, most hits filed as inhibitors; further: potency means the concentration at half of the fitted maximal effect; nearly all actives have a fitted effect of over 50% in size
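In this concentration-response screen, enzyme-free wells defined baseline while DMSO plates tracked drift. Each reaction combined TbPYK, substrate, compound and 130 uM ADP for 45 min at room temperature. Kinase-Glo Plus luminescence gave the signal.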
HCV inh – inhibitors of hepatitis C virus infection; AID 651820; 340,000 compounds, 3.4% hits; Huh7.5.1 HCVcc-Cre infection, luciferase reporter, 44 h; Potency, µM (titrated, usually from 41.8 µM), for inactives: at the top dose activity change, negative = inhibition, usual class: inhibitors; further: potency means the concentration at half of the fitted maximal effect
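Whole-lifecycle infectious HCVcc-Cre system; cells 1,000/well, compound then virus (~0.5 moi) added 4 h after plating, 44 h culture. Luciferase read 15 sec following 15 min substrate incubation, room temp.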
LmPK inhibitor – LmPK (Leishmania mexicana) enzyme inhibition | Q27686 | purified LmPK, Kinase-Glo ATP luminescence, 1 h | Potency, µM (titrated, usually from 57.5 µM), for inactives: at the top dose activity change, negative = inhibition, usual class: inhibitors | 290,000 compounds, 0.37% hits | AID 1721; further: potency means the concentration at half of the fitted maximal effect
Target sequence (Q27686 whole entry, looked up): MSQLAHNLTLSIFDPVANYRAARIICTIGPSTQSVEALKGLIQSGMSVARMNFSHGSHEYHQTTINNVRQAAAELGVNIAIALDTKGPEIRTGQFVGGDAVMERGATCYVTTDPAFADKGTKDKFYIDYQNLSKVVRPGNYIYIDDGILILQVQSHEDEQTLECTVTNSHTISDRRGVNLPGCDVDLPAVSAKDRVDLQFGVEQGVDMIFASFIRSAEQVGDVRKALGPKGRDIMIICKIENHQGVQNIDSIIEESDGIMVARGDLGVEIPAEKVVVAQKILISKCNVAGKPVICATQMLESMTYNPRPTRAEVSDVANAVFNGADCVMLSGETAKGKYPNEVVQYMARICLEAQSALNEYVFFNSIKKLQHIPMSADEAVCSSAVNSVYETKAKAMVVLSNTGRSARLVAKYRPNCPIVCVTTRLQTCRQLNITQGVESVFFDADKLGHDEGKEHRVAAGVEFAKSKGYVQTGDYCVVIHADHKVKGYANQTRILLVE
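Pyruvate kinase activity monitored as ATP production (luciferase luminescence). Conditions: 0.1 nM enzyme, 0.5 mM PEP, 0.1 mM ADP, 1 h, RT; normalized against uninhibited and no-enzyme wells.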
AMA1-RON2 inh – AMA1-RON2 (P. falciparum) interaction inhibition. AID 720542. 360,000 compounds, 0.2% hits. Potency, µM (highest dose often 58.2 µM), for the others: top-dose activity change, negative = inhibition, most hits filed as inhibitors. AlphaScreen AMA1-biotinylated RON2 peptide binding;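 further: potency means the concentration at half of the fitted maximal effect; 0% = vehicle wells and -100% = peptide control; nearly all actives have a fitted effect of over 45% in size; some results filed as inactive show a strong effect at the top dose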
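AMA1 (3D7) with his tag at 25 nM final met compounds first, then biotinylated RON2 peptide at 25 nM; detection used donor plus acceptor beads, 10 µg/mL apiece, read by AlphaScreen after 30 min at room temperature.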
AmpC inh no detg – blocks E. coli AmpC beta-lactamase in detergent-free assay. P00811. AmpC nitrocefin hydrolysis, absorbance 480 nm, 0.0001% Triton. Potency, µM (doses to about 57.1 µM), without a hit: top-dose activity change, negative = inhibition, usual class: inhibitors. 330,000 compounds, 0.52% hits. AID 485341;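 further: potency means the concentration at half of the fitted maximal effect; plate controls were no compound for no effect and no enzyme for full effect; nearly all actives have a fitted effect of over 20% in size; some results filed as inactive show a strong effect at the top dose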
Target sequence (P00811 whole entry, looked up): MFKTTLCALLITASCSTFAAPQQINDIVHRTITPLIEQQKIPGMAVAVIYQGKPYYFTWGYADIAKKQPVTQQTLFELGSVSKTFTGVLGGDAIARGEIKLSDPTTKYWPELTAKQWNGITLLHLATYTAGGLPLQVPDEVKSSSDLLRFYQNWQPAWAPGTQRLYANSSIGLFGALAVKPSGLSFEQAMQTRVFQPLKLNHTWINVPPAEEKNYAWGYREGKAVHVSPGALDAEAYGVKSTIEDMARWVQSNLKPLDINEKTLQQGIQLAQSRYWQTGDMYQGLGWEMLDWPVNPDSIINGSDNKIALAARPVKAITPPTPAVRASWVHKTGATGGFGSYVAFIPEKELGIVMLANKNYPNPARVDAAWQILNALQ
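AmpC (5.3 nM in the dispensed reagent) in 20 mM phosphate pH 7.0 with 0.01% (detergent screen) or 0.0001% Triton X-100 was preincubated with compounds for 15 min at room temperature. Nitrocefin was then added from an 800 uM solution, and hydrolysis was followed at 480 nm.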
HCMV inh – human cytomegalovirus inhibition. 410,000 compounds, 4.5% hits. HFF cells, HCMV-luciferase reporter, 72 h; active compounds read low. activity change, negative = inhibition, % at 57.5 µM; in the data active means activity change below about -60%; inconclusive means no clear call, values can overlap the other calls; inactive means above about -39%
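Human foreskin fibroblasts infected with luciferase-reporter HCMV at MOI 1 PFU/cell, compounds at two doses. Luciferase measured 72 h post infection; normalized to buffer-only basal and Salinomycin (10uM) controls.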
AmpC inh detg – inhibitors of E. coli AmpC beta-lactamase with detergent | AmpC hydrolysis of nitrocefin, absorbance 480 nm, 0.01% Triton | 370,000 compounds, 0.041% hits | Potency, µM (doses to about 114 µM), inactives show top-dose activity change, negative = inhibition, hits mostly inhibitors | P00811 | AID 485294;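 further: potency means the concentration at half of the fitted maximal effect; 0% = no-compound wells and -100% = no-enzyme wells; nearly all actives have a fitted effect of over 25% in size; some results filed as inactive show a strong effect at the top dose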
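AmpC (5.3 nM in the dispensed reagent) in 20 mM phosphate pH 7.0 with 0.01% (detergent screen) or 0.0001% Triton X-100 was preincubated with compounds for 15 min at room temperature. Nitrocefin was then added from an 800 uM solution, and hydrolysis was followed at 480 nm.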
An asterisk follows results filed as active; ? = inconclusive; / = not tested or not shown; & = joins results of further samples; [ ] = dose if it differs, or a comment. Unless noted, the call rests on the fitted dose curve; in most records, active means well fitted curve in the direction sought with a large enough effect; inconclusive means small, poorly fitted or top-dose-only effect, or another doubt; inactive means no such curve, though single readings can be large; an effect the other way counts as inactive or inconclusive. Unless noted, on the % scale 0 is the no-effect control and ±100 the full control effect.

Compound | Tb PYK inh | HCV inh | LmPK inhibitor | AMA1-RON2 inh | AmpC inh no detg | HCMV inh | AmpC inh detg
Cc1ccc(Nc2nc3ccc(C)cc3nc2-n2nc(C)cc2C)c(C)c1 | 3.5% | / | / | / | / | -1.8 | 21.8%
CCc1nnc(NC(=O)CSc2nnc(-c3ccoc3C)n2-c2ccc(C)cc2)s1 | 0.7% | -17.3%&-3.4% | -0.9% | 8.0% | 7.5% | -11.8 | -10.2%
CC(C)(C)OC(=O)N1CCC[C@H]1C(=O)N/N=C/c1cccc2nccnc12 | 1.1% | 10.2% | 3.5% | 126.4%[activator] | 9.3% | -12.0 | 7.4%
COc1ccc(C2(c3ccc(OC)cc3)NC(=O)N(Cn3nnc4ccccc4c3=O)C2=O)cc1 | 3.6% | ? | 1.1% | -1.9% | -2.2% | -23.5 | -8.9%
CCOC(=O)C1CCC(CNCc2ccccc2C)CC1 (stereo not drawn) | -9.6% | 7.9% | 0.5% | 5.6% | -21.0% | -11.7 | -0.6%
Cc1ccc(-n2c(N)c(C(=O)NCc3cccnc3)sc2=S)cc1 | -19.0% | ? | 1.4% | -4.8% | -5.1% | -16.9 | -2.2%
CCn1c(/C=C/c2ccc([N+](=O)[O-])o2)nc2ccccc2c1=O | -11.8% | ? | -0.1% | 18.8% | -10.3% | -99.1* | 0.5%
N#C/C(=C\c1ccccc1)C(=O)Nc1cc(S(=O)(=O)N2CCOCC2)ccc1N1CCCC1 | -0.4% | -1.5% | -1.9% | 4.6% | 15.6% | 198.4 | -12.4%
Cn1c(=O)[nH]c(=O)c2c1nc(NC1CCCCC1)n2CCO | 2.3% | 15.6% | -1.6% | -5.3% | -15.9% | 93.6 | -3.2%
CCOC(=O)C(NC(=O)Nc1ccc(F)cc1F)(Oc1ccccc1)C(F)(F)F (stereo not drawn) | 1.4% | 25.5% | -1.0% | -0.9% | -9.7% | 12.2 | -1.0%
CCc1ccc(C(=O)NCc2cccs2)s1 | -0.9% | -20.0% | 4.1% | -4.2% | -19.8% | 48.0 | ?
CCCCNC(=O)CSc1nc2nc(C)c(Cc3c(F)cccc3Cl)c(C)n2n1 | -2.8% | / | / | / | / | -13.9 | -1.9%
CCNC(=O)NCCc1c[nH]c2ccc(Cl)cc12 | -3.0% | -9.1% | -1.0% | 5.5% | -17.7% | -5.9 | -3.1%
N#Cc1c(N)nc2c3c(sc(=N)c2c1N)NC(=O)CC3c1ccccc1 (stereo not drawn) | -18.6% | -13.0% | 0.2% | 67.8%[activator] | -38.9% | 11.0 | 2.7%
COc1ccccc1NC(=O)COC(=O)C1CC(=O)N(c2ccc3c(c2)OCCO3)C1 (stereo not drawn) | 1.4% | 8.2% | / | 9.1% | -4.6% | ? | /

Three entries already listed, ordered by formula weight, ascending.
Compound | Tb PYK inh | HCV inh | LmPK inhibitor | AMA1-RON2 inh | AmpC inh no detg | HCMV inh | AmpC inh detg
CCc1ccc(C(=O)NCc2cccs2)s1 | -0.9% | -20.0% | 4.1% | -4.2% | -19.8% | 48.0 | ?
CCNC(=O)NCCc1c[nH]c2ccc(Cl)cc12 | -3.0% | -9.1% | -1.0% | 5.5% | -17.7% | -5.9 | -3.1%
Cc1ccc(-n2c(N)c(C(=O)NCc3cccnc3)sc2=S)cc1 | -19.0% | ? | 1.4% | -4.8% | -5.1% | -16.9 | -2.2%

The listing picks up, starting 2 compounds before the break.
Compound | Tb PYK inh | HCV inh | LmPK inhibitor | AMA1-RON2 inh | AmpC inh no detg | HCMV inh | AmpC inh detg
N#Cc1c(N)nc2c3c(sc(=N)c2c1N)NC(=O)CC3c1ccccc1 (stereo not drawn) | -18.6% | -13.0% | 0.2% | 67.8%[activator] | -38.9% | 11.0 | 2.7%
COc1ccccc1NC(=O)COC(=O)C1CC(=O)N(c2ccc3c(c2)OCCO3)C1 (stereo not drawn) | 1.4% | 8.2% | / | 9.1% | -4.6% | ? | /
CN(Cc1c(F)cccc1Cl)C(=O)c1ccc(NS(=O)(=O)c2ccc3[nH]c(=O)[nH]c3c2)cc1 | 4.6% | 11.5% | / | -13.5% | -38.0% | -17.1 | -5.0%
CCN(CC)C1CCN(C(=O)CCn2nnnc2CN2CCOCC2)C1 (stereo not drawn) | 5.3% | 26.8% | -5.4% | 16.6% | -7.9% | 1.4 | 0.8%
O=C(Nc1ccc(Cl)c(S(=O)(=O)N2CCOCC2)c1)C1CCC1 | 1.8% | -10.1% | / | -2.4% | -26.1% | 6.5 | -0.2%
O=C(COC(=O)c1ccc(OC(F)F)cc1)Nc1cccc(S(=O)(=O)NC2=NCCC2)c1 | -9.8% | -1.2% | / | 2.3% | -15.2% | -6.4 | -0.1%
CCN(CC)CCNC(=O)C1c2ccccc2Oc2ccccc21 | -6.0% | 0.0% | -8.4% | -3.8% | -2.2% | 9.2 | -13.0%
CCCCn1nc2cc(C(=O)NCc3ccc4c(c3)OCO4)ccc2c1OCC | 3.0% | ? | -1.2% | 14.4% | 0.316µM* | -15.3 | 3.2%
O=c1c(O)cccc2cc(O)c(O)c(O)c12 | -28.0% | 24.5% | -2.7% | 2.51µM* | 10µM* | -26.7 | ?
CC(C)C[C@H]1COc2cc(N3CCC[C@H]3CO)ccc2S(=O)(=O)N1 | -0.8% | / | / | 0.3% | / | -1.6 | /
CCN1CCN(C(=S)c2ccc(OCC(=O)Nc3ccc(OC)cc3)cc2)CC1 | -1.2% | -28.3% | / | 6.3% | / | -8.8 | /
O=C(CSc1nc(-c2ccccc2)cs1)Nc1ccccc1[N+](=O)[O-] | 1.0% | ? | -1.6% | ? | -23.3% | -36.2 | 3.7%
Fc1ccccc1Cc1noc(CN2CCCC(CN3CCOCC3)C2)n1 (stereo not drawn) | -1.0% | 7.5% | -0.9% | 0.9% | 20.2% | -31.5 | 3.7%
C=CCNC(=O)c1cnc(-c2ccccc2)nc1-c1ccccc1 | 7.1% | -1.7% | 2.4% | 14.1% | 16.8% | -19.1 | -8.0%
CCC1(C)CC(c2csc(N)n2)CCO1 (stereo not drawn) | -4.7% | 5.1% | -3.4% | -1.5% | / | -9.8 | 0.4%
CC(=O)Nc1ccc(/C(C)=N/NC(=O)C2CC2c2ccccc2)cc1 (stereo not drawn) | 1.1% | -20.5% | -2.6% | -1.0% | -23.5% | -11.3 | ?
COc1ccc(-c2cc(C(=O)N3CC4(C)CC3CC(C)(C)C4)no2)cc1OC (stereo not drawn) | 0.8% | 7.7% | -5.0% | -16.7% | 26.5% | 5.1 | -2.5%
CCCc1n[nH]c(=S)n1Cc1ccco1 | ? | 6.0% | -16.0% | 0.9% | -29.4% | 22.8 | 11.1%
C#CCNC(=O)c1cccn1-c1ncc(C(F)(F)F)cc1Cl | -3.5% | 27.3% | -5.1% | -2.8% | -13.5% | -20.9 | 2.0%
CCCCOc1cccc(C(=O)Nc2cc3nn(-c4ccc(F)cc4)nc3cc2C)c1 | -1.7% | / | / | / | / | 19.9 | -0.1%
O=C(O)CN1C(=O)C2C3CCC(C3)C2C1=O (stereo not drawn) | 7.7% | / | / | 0.0% | / | -0.2 | /
O=[N+]([O-])c1ccc(N2CCOCC2)cc1 | 3.4% | 9.7% | / | 5.4% | / | 24.5 | /
Cc1ccc(N2CC(C(=O)N3CCC(c4nc5ccccc5[nH]4)CC3)CC2=O)cc1C (stereo not drawn) | -1.0% | -5.1% | / | -7.0% | 55.6% | -18.9 | -4.6%
Nc1c(C(=O)O)cnc2c(-c3ccc(Cl)cc3)cnn12 | 1.5% | -7.2% | ? | 14.2% | -9.1% | 71.9 | -3.5%
COc1ccc2[nH]c(=O)c(CN(CCc3cccc(C)c3)C(C)=O)cc2c1 | -8.8% | 2.5% | 1.4% | -7.7% | 24.6% | -19.6 | -10.5%
CC(=O)N1c2ccc(S(=O)(=O)N3CCN(c4cccc(Cl)c4)CC3)cc2CC1C (stereo not drawn) | 4.6% | / | / | / | / | 8.0 | 2.0%
COCCN1C(=O)c2oc3cc(C)cc(C)c3c(=O)c2C1c1cccc(O)c1 (stereo not drawn) | 6.3% | / | / | / | / | -4.5 | 0.8%
COc1ccc(NC(=O)[C@@H]2[C@@H]3C(=O)N(C4CCCCC4)C(=O)[C@@H]3C3c4ccccc4C=CN32)cc1 (stereo partly drawn) | 0.1% | -10.4% | -0.8% | -6.8% | 8.3% | 25.3 | ?
COC(=O)C1=C(CSc2nc3c(cc2C#N)CN(C)CC3)OC(N)=C(C#N)C1c1ccc(F)cc1 (stereo not drawn) | -7.0% | ? | -5.3% | ? | 39.7% | 16.4 | ?
COc1ccc(CN2CCN(CCCCOc3ccc(Cl)cc3)CC2)c(OC)c1OC | -11.6% | ? | 4.2% | ? | 4.4%[2.29 µM] | ? | ?
CC(C)(C)OC(=O)N(CCc1ccccc1)Cc1cccc(OCc2cccc(NC(=O)C3CCC3)c2)c1 | 0.6% | -5.3%[8.37 µM] | / | 0.0% | / | -17.2 | /
O=C(CN1C(=O)c2ccccc2C1=O)N1CCOCC1 | -14.4% | 25.3% | -3.8% | -1.2% | -12.6% | -18.6 | -10.6%
CCc1c(C)c2ccc(O)c(CN3CCCC3)c2oc1=O | 1.5% | -1.3% | 1.5% | 27.1% | -23.9% | 35.2 | 1.2%
Cc1cc2n(n1)C(c1c[nH]c3ccccc13)Nc1ccccc1-2 (stereo not drawn) | -4.7% | 3.98µM* | 2.6% | 10.2% | -25.9% | / | -10.1%
COCC(=O)N[C@@H]1c2ccccc2CC[C@@H]1OCc1ccccc1 | -12.3% | -14.0% | / | -0.3% | 18.9% | -13.0 | /
COc1ccc2nc(/C=N/NC(=O)CCNC(=O)OC(C)(C)C)ccc2c1 | -14.3% | -8.5% | -2.2% | 43.8%[activator] | 49.2% | 37.6 | -3.1%
CCCCCCNC(=O)N[C@@H](Cc1ccc(O)cc1)C(=O)NCCC[C@H]1CN2C(=NC[C@H]2C)N1CC1CCC1 | -3.5% | 1.4%[8.37 µM] | 0.6% | -3.5% | 96.2%[activator] | / | 1.2%
Cc1c2cnn(-c3ccccc3)c(=O)c2c(C)n1C(C)C(=O)Nc1ccccc1C(F)(F)F (stereo not drawn) | -8.0% | / | / | / | / | -11.1 | 22.9%
O=C(NCc1ccco1)C1CCN(S(=O)(=O)c2cccc3cccnc23)CC1 | 2.4% | 5.8% | -0.4% | -5.8% | -11.1% | -21.9 | -11.0%

Random draw from the library. Share with any hit: about 7.5%.
